BoNT A protease: blocks Botulinum neurotoxin A light chain protease | inhibition, % at 10 µM | AID 588499 | actives 0.17% (n = 360,000) | multiplex microsphere protease substrate cleavage, flow cytometry; further: plate controls were buffer without enzyme for full effect and enzyme alone for no effect
FadD28 FP inh: inhibitors of Mycobacterium tuberculosis FadD28 bisubstrate binding; actives 0.22% (n = 360,000); AID 588549; FadD28 bisubstrate probe binding, fluorescence polarization; inhibition, % at 12.5 µM; in the data active means inhibition above about 8.5%, passing the limit was not always enough; inconclusive means no clear call, values can overlap the other calls
Yp Topo-I inh: blocks Yersinia pestis topoisomerase I activity; Y. pestis Topo-I cleavage product accumulation, plate reader; activity, % at 10 µM; actives 0.064% (n = 360,000); AID 504884; in the data active means activity above about 50%, passing the limit was not always enough; inconclusive means no clear call, values can overlap the other calls; further: inactives centre near 2
PrPC surface inh: cell surface PrPC inhibition, primary TR-FRET screen. P04156. inhibition, % at 13.8 µM. actives 0.43% (n = 370,000). TR-FRET read-out; in the data active means inhibition above about 24%; further: 0% = median of the test wells and 100% = reference compound wells
Anthrax LF inh2: anthrax lethal factor protease inhibition | multiplex microsphere protease cleavage assay, LF | P15917 | inhibition, % at 10 µM | AID 588501 | actives 0.12% (n = 360,000); further: plate controls were buffer without enzyme for full effect and enzyme alone for no effect
PfHsp40 yeast: restores yeast growth despite PfHsp40 toxicity | actives 0.68% (n = 340,000) | growth rescue, % at 12.5 µM | S. cerevisiae expressing PfHsp40, growth rescue, ATP luminescence | AID 504582; in the data active means growth rescue above about 28%, passing the limit was not always enough; inconclusive means no clear call, values can overlap the other calls;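 further: yeast W303a lacking pdr1 and pdr3 grown in galactose medium; growth measured after three days at 30 °C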
BoNT F protease: BoNT F light chain protease inhibition; Multiplex microsphere protease cleavage assay, flow cytometry; inhibition, % at 10 µM; actives 0.22% (n = 360,000); AID 588497; in the data active means inhibition above about 35%, passing the limit was not always enough; inconclusive means no clear call, values can overlap the other calls; further: plate controls were buffer without enzyme for full effect and enzyme alone for no effect
TcdB inh: blocks C. difficile toxin B glycohydrolase activity. P18177. TcdB glycohydrolase enzymatic assay, plate reader. inhibition, % at 9.99 µM. actives 0.24% (n = 350,000). AID 652162; in the data active means inhibition above about 10%
Target sequence (P18177 whole entry, looked up): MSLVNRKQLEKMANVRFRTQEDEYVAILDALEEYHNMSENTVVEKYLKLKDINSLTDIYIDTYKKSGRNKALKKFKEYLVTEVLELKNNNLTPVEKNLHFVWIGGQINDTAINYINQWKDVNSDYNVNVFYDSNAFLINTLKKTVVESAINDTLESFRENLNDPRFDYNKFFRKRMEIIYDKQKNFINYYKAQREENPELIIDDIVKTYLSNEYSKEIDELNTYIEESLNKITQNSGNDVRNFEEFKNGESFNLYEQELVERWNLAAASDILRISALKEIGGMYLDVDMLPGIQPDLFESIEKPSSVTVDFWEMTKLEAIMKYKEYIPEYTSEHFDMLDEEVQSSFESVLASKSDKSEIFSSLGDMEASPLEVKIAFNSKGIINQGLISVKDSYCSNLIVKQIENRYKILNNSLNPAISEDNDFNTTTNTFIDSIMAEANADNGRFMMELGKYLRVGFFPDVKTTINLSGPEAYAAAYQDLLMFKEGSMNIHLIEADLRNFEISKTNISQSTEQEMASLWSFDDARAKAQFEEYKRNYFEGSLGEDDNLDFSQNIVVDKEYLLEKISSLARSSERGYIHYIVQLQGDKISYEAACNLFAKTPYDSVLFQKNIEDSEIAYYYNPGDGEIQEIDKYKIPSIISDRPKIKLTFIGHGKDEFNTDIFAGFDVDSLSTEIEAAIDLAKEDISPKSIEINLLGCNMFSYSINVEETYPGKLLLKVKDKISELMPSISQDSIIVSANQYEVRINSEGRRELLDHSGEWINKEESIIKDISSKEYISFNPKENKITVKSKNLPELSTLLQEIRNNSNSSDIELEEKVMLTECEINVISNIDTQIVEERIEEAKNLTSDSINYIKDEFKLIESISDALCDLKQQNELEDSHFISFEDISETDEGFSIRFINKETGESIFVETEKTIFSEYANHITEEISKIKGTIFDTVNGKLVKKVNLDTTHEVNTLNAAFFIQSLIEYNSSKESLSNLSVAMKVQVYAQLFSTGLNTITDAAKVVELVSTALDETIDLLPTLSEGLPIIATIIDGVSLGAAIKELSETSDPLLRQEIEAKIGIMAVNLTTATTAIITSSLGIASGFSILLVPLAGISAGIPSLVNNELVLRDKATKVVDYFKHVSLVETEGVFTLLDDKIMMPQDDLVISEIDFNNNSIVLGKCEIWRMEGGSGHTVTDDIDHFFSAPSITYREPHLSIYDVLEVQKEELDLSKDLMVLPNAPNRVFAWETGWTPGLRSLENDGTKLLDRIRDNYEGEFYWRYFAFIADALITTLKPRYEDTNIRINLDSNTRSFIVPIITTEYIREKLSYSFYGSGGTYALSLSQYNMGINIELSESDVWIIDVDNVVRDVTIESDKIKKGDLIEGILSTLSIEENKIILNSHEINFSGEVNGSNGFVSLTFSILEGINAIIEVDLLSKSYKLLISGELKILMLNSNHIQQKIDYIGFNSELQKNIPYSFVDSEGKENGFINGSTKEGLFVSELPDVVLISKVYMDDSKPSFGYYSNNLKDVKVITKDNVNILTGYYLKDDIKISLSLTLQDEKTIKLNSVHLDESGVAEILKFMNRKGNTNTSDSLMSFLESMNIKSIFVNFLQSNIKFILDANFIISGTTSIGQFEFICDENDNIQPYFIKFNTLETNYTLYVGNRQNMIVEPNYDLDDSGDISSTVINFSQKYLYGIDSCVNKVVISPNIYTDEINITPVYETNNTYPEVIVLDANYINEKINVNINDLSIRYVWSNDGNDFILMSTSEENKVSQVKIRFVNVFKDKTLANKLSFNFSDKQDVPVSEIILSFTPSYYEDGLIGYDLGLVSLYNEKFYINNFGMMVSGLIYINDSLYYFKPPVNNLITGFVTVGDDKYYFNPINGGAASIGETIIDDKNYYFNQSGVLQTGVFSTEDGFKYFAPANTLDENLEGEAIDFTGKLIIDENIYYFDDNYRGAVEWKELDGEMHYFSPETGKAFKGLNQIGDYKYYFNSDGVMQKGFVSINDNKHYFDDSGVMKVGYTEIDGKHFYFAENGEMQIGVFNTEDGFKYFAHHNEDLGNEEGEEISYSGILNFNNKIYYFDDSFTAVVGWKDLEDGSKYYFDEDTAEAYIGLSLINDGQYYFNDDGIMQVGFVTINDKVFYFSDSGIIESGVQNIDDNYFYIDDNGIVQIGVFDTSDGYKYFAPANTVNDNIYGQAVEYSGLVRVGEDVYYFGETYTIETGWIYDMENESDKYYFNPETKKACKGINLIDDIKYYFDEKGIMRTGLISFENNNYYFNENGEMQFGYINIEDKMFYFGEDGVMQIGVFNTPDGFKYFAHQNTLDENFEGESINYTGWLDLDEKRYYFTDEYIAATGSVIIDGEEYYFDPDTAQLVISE
CCHFV vOTU inh: CCHFV vOTU protease inhibition. Pep-AMC fluorescence. actives 0.55% (n = 370,000). inhibition, % at 11.5 µM; in the data active means inhibition above about 30%; further: 0% = vehicle wells with enzyme and 100% = no enzyme wells
* hit, by the source's call; ? = inconclusive; . = not tested or not shown. Unless noted, no stated cut-off is given here; in the data, active means inhibition above about 30%; inconclusive means no clear call, values can overlap the other calls; inactive means below that.

compound	BoNT A protease	FadD28 FP inh	Yp Topo-I inh	PrPC surface inh	Anthrax LF inh2	PfHsp40 yeast	BoNT F protease	TcdB inh	CCHFV vOTU inh
Cc1c(C=O)c2cc(OCc3ccccc3)ccc2n1C	-7.6	0.6	5.4	0.2	8.4	0.8	?	1.0	11.7
CC1Sc2ccc(S(=O)(=O)N3CCC(C(=O)Nc4ccc(Cl)cc4)CC3)cc2NC1=O (stereo not given)	-0.2	-10.0	18.1	18.8	0.9	-1.0	-3.5	-0.1	7.4
COc1cccc(N2CC(C(=O)Nc3nnc(SCC(=O)NCc4ccco4)s3)CC2=O)c1 (stereo not given)	2.7	-2.3	6.7	-9.1	-0.6	-1.6	8.1	-0.2	6.8
CN(Cc1ccccc1)C(=O)c1cccc(NC(=O)Cc2cccc(NC(=O)C3CCN(C(=O)C4CC4)CC3)c2)c1	-0.3	-2.2	28.1	2.0	0.0	-1.4	-9.3	0.6	-0.9
NC(=O)c1cccc(-c2ccnc3c2CC(C(=O)Nc2cccc(Oc4ccccc4)c2)O3)c1 (stereo not given)	-0.3	-8.0	4.5	.	-7.3	.	-10.9	.	.
CCOC1=C2[C@H](c3ccc(CC)cc3)N(S(=O)(=O)c3ccc(C)cc3)C[C@H]2C(C#N)(C#N)C(C#N)(C#N)C1	-0.4	-6.0	.	-1.5	-3.2	.	-3.9	0.4	22.1
CCOC(=O)C1CCN(c2ncnc3c2nnn3Cc2ccccc2Cl)CC1	-0.4	0.5	9.6	-1.6	-10.8	-0.9	-3.3	0.8	6.2
O=C1OC(COc2ccc(Br)cc2)CN1c1ccccc1 (stereo not given)	-0.2	-1.1	0.9	5.8	-0.7	-1.2	-7.6	1.3	-2.5

Reprinted from the part before: 5 entries, followed by the next part.
compound	BoNT A protease	FadD28 FP inh	Yp Topo-I inh	PrPC surface inh	Anthrax LF inh2	PfHsp40 yeast	BoNT F protease	TcdB inh	CCHFV vOTU inh
CN(Cc1ccccc1)C(=O)c1cccc(NC(=O)Cc2cccc(NC(=O)C3CCN(C(=O)C4CC4)CC3)c2)c1	-0.3	-2.2	28.1	2.0	0.0	-1.4	-9.3	0.6	-0.9
NC(=O)c1cccc(-c2ccnc3c2CC(C(=O)Nc2cccc(Oc4ccccc4)c2)O3)c1 (stereo not given)	-0.3	-8.0	4.5	.	-7.3	.	-10.9	.	.
CCOC1=C2[C@H](c3ccc(CC)cc3)N(S(=O)(=O)c3ccc(C)cc3)C[C@H]2C(C#N)(C#N)C(C#N)(C#N)C1	-0.4	-6.0	.	-1.5	-3.2	.	-3.9	0.4	22.1
CCOC(=O)C1CCN(c2ncnc3c2nnn3Cc2ccccc2Cl)CC1	-0.4	0.5	9.6	-1.6	-10.8	-0.9	-3.3	0.8	6.2
O=C1OC(COc2ccc(Br)cc2)CN1c1ccccc1 (stereo not given)	-0.2	-1.1	0.9	5.8	-0.7	-1.2	-7.6	1.3	-2.5
O=C(NCCN1CCOCC1)c1c(O)nc2sccn2c1=O	2.4	-0.6	3.5	5.3	2.2	-0.8	18.4	-2.3	-7.1
O=C1CC(c2ccccc2)C(c2ccccc2)=NN1 (stereo not given)	0.0	-0.2	1.3	-3.4	-2.3	-0.8	10.0	1.1	2.6
Cn1c(C=O)c(-c2ccc3cc[nH]c3c2)c2ccccc21	0.9	-1.4	-12.1	0.6	-7.6	-0.2	-0.4	0.6	-0.6
CCN(CC)C(=O)Cn1nc(C)c2ccccc2c1=O	-0.2	1.7	-5.1	-4.3	6.4	0.6	5.8	.	13.3
COc1cccc2c1Oc1ncccc1N(C(=O)CCC(=O)NCc1ccccc1)C2	1.2	0.7	7.7	4.6	1.3	-1.2	12.3	0.5	8.7
COc1ccccc1CNCc1cc(Br)ccc1OC	-1.8	-3.3	6.4	-0.8	0.0	-2.3	-18.3	-0.4	8.8
COc1ccc(-c2csc(NC(=O)Cc3ccccc3)n2)cc1OC	-0.3	-0.3	0.7	13.2	0.9	2.4	-5.4	-0.9	1.8
COc1ccc(S(=O)(=O)N(CCCN2CCOCC2)Cc2cccc3ccccc23)cc1	-0.4	-3.5	15.1	.	2.6	15.4	1.0	.	.
COC(=O)C1=C(c2ccc(OC(F)(F)F)cc2)C[C@@H]2CC[C@H]1N2C(=O)NCCOc1ccc(OC)cc1	-0.3	-4.3	21.2	-0.3	0.6	7.3	1.3	-0.1	21.4
COc1ccccc1-c1nc(-c2ccc(Br)o2)no1	-0.4	0.7	-6.0	-9.5	-6.5	0.2	1.7	1.1	3.9
Cc1ccc(C(=O)N2CCN(c3ccc([N+](=O)[O-])c(NCc4cccnc4)c3)CC2)cc1	-1.0	0.1	7.4	-11.7	-0.6	0.6	-13.2	2.7	12.0
COc1cc(Br)c(CCNC(=O)c2ccco2)cc1OC	-0.7	-0.6	-0.6	-8.6	0.4	0.4	0.3	-0.1	-15.7
CCN1CCN(S(=O)(=O)c2ccc(Cl)c(C(=O)N(C)Cc3ccc(Cl)cc3Cl)c2)CC1	-1.4	-19.4	34.9	-0.1	-2.4	-0.6	-12.3	0.1	2.2
O=C(CCc1nnc(CCCCc2ccccc2)o1)NC(c1cccnc1)C(F)(F)F (stereo not given)	-0.3	-1.6	-4.1	9.8	-0.3	0.7	-4.6	-0.1	-3.1
Cc1cc(OC(C)C(=O)NC(Cc2c[nH]c3ccc(O)cc23)C(=O)O)c2c(C)cc(=O)oc2c1 (stereo not given)	-0.6	0.7	3.7	0.0	-1.3	-1.1	-6.8	-1.4	-6.0
CCCCCn1c(SCC(=O)OCC)nc2cc(C(=O)N3CCC(C(N)=O)CC3)ccc2c1=O	1.2	1.0	-3.8	-5.0	-1.1	0.7	1.6	.	-4.1
O=C(c1nn(-c2ccccc2)c(=O)c2ccccc12)N1CCN(c2ncccn2)CC1	-1.5	-1.8	-5.9	4.2	-10.3	0.1	-9.7	0.3	-0.7
CSc1cccc(CN2CCCC(CNC(=O)c3ccc(F)cc3)C2)c1 (stereo not given)	-2.4	-0.9	9.7	-11.0	-7.4	-1.2	-6.4	1.4	3.5
O=C1OC(c2ccccc2)Sc2ccccc21 (stereo not given)	-0.1	.	-4.9	-6.0	-7.6	0.6	-2.6	1.2	5.3
COc1cccc(OCc2nnc(SCC(=O)NCc3ccco3)n2C)c1	0.9	-2.0	7.0	2.1	3.2	6.2	12.5	.	0.3
O=C(O)CN1c2cccc3cccc(c23)S1(=O)=O	2.1	-1.3	4.0	0.7	1.1	0.0	-1.0	-0.1	-8.8
N#Cc1cc(NC(=O)c2ccc(Cl)cc2)ccc1Sc1ccccc1	-0.7	-4.0	-11.2	2.1	-3.0	.	-3.2	1.2	7.2
COc1ccccc1-c1nnc(SCC(=O)Nc2oc(C)c3c(C)n[nH]c(=O)c23)n1C	-2.7	0.4	-6.6	3.0	2.6	1.3	-8.3	0.9	22.6
COCCNC(=O)CN1CCN(Cc2cccc(Cl)c2)C1=O	-0.4	-1.8	1.8	6.6	-7.3	-0.1	-5.8	1.2	0.8
CCOc1ccc(S(=O)(=O)Nc2cccc(C(=O)N3CCN(c4ccccn4)CC3)c2)cc1	-0.2	-2.1	8.9	-1.1	-10.9	.	-6.5	0.5	-1.9
CC(C)c1cc(NCc2ccccn2)n2c(nc3ccccc32)c1C#N	-0.5	0.4	5.7	-4.2	1.9	-0.8	-4.7	0.5	-20.8
CCCNC(=O)Cn1cnc2sc(C(=O)NCCCN3CCOCC3)c(C)c2c1=O	0.0	-1.8	0.1	-2.5	-5.1	1.6	-1.0	1.6	1.9
CCN(CC)CCN(C(=O)c1c(F)cccc1F)c1nc2cc(C)cc(C)c2s1	.	-1.9	15.6	-3.0	.	0.0	.	3.3	0.8
Cc1nc(-c2nnc(SCC(=O)Nc3cc(C(F)(F)F)cc(C(F)(F)F)c3)n2C)cs1	-3.4	-2.6	7.9	9.4	-19.8	0.6	?	0.5	-1.2
Cc1c(/C=C/C(=O)c2cccs2)cnn1C	0.0	1.0	-1.3	4.9	5.0	-1.5	-5.0	.	-0.4
CCOC(=O)c1ccc(NC(=O)C(=O)NCC2CCCO2)cc1 (stereo not given)	-0.4	-1.0	-8.8	-0.5	-1.4	-0.6	-12.2	.	11.1
O=C(O)COc1ccc(/C=C/C(=O)c2ccc3ccccc3c2)cc1	1.4	-7.0	13.1	.	7.3	1.5	-4.8	.	.
COc1ccc(NC(=O)CN2CCN(C3c4ccccc4-c4ccccc43)CC2)c(OC)c1	0.7	-0.5	-1.5	3.1	-0.5	6.0	10.8	.	1.2
COc1ccc(-n2c(SC(CN3CCCCC3)CN3CCCC3=O)nc3ccccc3c2=O)cc1 (stereo not given)	0.1	0.5	20.8	-6.2	1.3	0.2	0.4	.	11.8
N#Cc1nc(-c2ccccc2F)oc1N1CCN(C(=O)c2ccco2)CC1	-0.4	-4.1	12.6	-0.1	-4.0	-2.8	1.9	0.7	-37.5
Cc1nn(-c2ccccc2)c(Cl)c1/C=N/NC(=O)c1ccc(CNc2ccccc2)o1	0.2	-3.5	-0.9	7.2	-0.4	-0.2	-2.8	.	-14.3
CCN(CCCNC(=O)CN(C)S(=O)(=O)c1ccc2c(c1)CCC(=O)N2)c1cccc(C)c1	5.5	-0.1	4.2	-4.0	-8.0	0.6	8.4	.	0.9
O=c1[nH]c(C2CCN(S(=O)(=O)c3ccc4c(c3)OCCO4)CC2)nc2c1nnn2Cc1cccc(F)c1	-3.9	-4.1	27.1	1.9	-13.7	0.2	0.5	1.4	9.4
O=C(CCNS(=O)(=O)c1cccc2nsnc12)NC1CCN(Cc2ccccc2)CC1	1.2	-3.1	-6.0	-30.9	-5.0	-0.7	-3.0	.	11.8
COc1ccc(N2CCN(C(=O)COC(=O)c3ccccc3OCc3ccc(F)cc3)CC2)cc1	-3.3	-0.9	-5.3	-1.8	-0.2	2.5	-7.1	-0.3	4.9
Cc1cc(C(=O)N2CCc3ccccc3C2)on1	-1.3	-0.9	0.8	-1.0	-2.1	0.7	-8.1	2.0	2.5
CC(/C=N/n1c(-c2ccccc2)n[nH]c1=S)=C\c1ccco1	0.5	-1.0	-1.1	-11.2	-3.9	0.8	-3.2	.	0.7
O=C(Nc1cccc(-c2nc3ncccc3o2)c1)c1ccccc1	-0.7	-7.3	-1.8	10.1	-3.0	-0.7	-4.5	2.1	-9.8
CCC1C(=NO)C(CC)C(c2ccccc2)NC1c1ccccc1 (stereo not given)	-3.7	-6.0	3.8	16.1	-9.4	-0.3	-16.1	1.9	5.7
COc1cc(NC(=O)c2cccs2)ccc1NC(=O)c1cc2ccccc2o1	0.9	-5.0	-6.6	0.5	-1.5	0.4	1.3	0.9	-5.8
Cc1noc(C(=O)Nc2c(C)n(C)n(-c3ccccc3)c2=O)c1Cl	-0.9	-1.3	2.9	6.1	-2.5	-0.5	1.1	0.1	-6.9
